Screens (PubChem BioAssay)
KDM4C inh: inhibitors of GASC-1 (KDM4C) histone demethylase, primary screen, biochemical, single concentration HTS. GST-KDM4C 2-372, H3K9me3 peptide, LANCE TR-FRET. AID 720574, 2013. Lysine-specific demethylase 4C (Homo sapiens), Q9H3R0. inhibition, % at 12.5 µM. actives 0.15% (n = 96,000);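 active means mean replicate inhibition above about 25%, with at least 55% of replicates also reaching it, limit read from the data, passing the limit was not always enough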
Target sequence (Q9H3R0 2-372 limits assumed): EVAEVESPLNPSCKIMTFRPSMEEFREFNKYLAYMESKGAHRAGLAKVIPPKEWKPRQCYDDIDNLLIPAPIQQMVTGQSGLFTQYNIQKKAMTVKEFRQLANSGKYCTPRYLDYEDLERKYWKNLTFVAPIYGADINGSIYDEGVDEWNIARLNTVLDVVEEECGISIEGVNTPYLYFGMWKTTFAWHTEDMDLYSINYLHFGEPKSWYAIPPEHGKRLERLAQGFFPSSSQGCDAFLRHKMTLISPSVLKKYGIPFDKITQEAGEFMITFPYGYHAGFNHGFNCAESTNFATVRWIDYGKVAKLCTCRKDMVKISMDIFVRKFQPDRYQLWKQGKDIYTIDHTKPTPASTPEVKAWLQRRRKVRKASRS
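Material: GST-tagged GASC-1 (JMJD2C) catalytic fragment, aa 2-372 / Quantity: enzyme final amount 10 nM / Medium: HEPES buffer, pH 7.5, plus ascorbate / Doses: one test concentration per compound / Incubation: 30 min reaction, 60 min detection, RT / Measured by: LANCE TR-FRET / Read-out: inhibition from TR-FRET ratio decrease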
Pf Dd2 growth: P. falciparum Dd2 growth inhibitors, primary screen, SYBR Green fluorescence, single dose replicates; 72 h; hits give low values; actives 2.3% (n = 94,000); activity change, % at 10 µM; AID 1159554, 2015; in the data active means activity change below about -80%
Tcruzi prolif: T. cruzi intracellular proliferation inhibitors, primary screen, cell-based, beta-gal Tulahuen parasites, NIH3T3 host, luminescence | T. cruzi beta-gal in NIH3T3, GalScreen luminescence, 90 h | inhibition, % at 8.34 µM | actives 5.9% (n = 77,000);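 active means mean inhibition above about 93%, with at least 55% of replicates each passing it, limit read from the data, passing the limit was not always enough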
C diff HTS: C. difficile growth inhibitors, primary screen, HTS | actives 0.25% (n = 86,000) | Clostridium difficile clinical isolate growth, OD600, 24 h; hits give low values | growth activity, negative = inhibition, % at 16 µg/mL (by protocol);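 active means mean growth activity at or below -80% and every replicate also at or below -80%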;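 further: 0% = DMSO wells and -100% = levofloxacin 16 µg/mL wells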
The depositor's hits bear a star; & = joins results of further samples; ! = a repeat was not active. Outcome played no part in choosing rows, and some 6.7% of all compounds hit somewhere here.

For COCCN(C[C@H]1[C@H](c2ccccc2)[C@H](CO)N1C(C)=O)C(=O)c1ccncc1 the results were KDM4C inh 0.0, Pf Dd2 growth 9, Tcruzi prolif 66 and C diff HTS 3.
Screening O=C(C[C@@H]1CC[C@@H](NC(=O)CCN2CCCCC2)[C@@H](CO)O1)Nc1nccs1 returned KDM4C inh 2.9, Pf Dd2 growth -9 and Tcruzi prolif -40.
For N#C[C@@H]1[C@@H](c2ccccc2-c2cccc(F)c2)[C@H](CO)N1C(=O)C1CC1 the results were KDM4C inh -0.3, Pf Dd2 growth 46 and C diff HTS 4.
For C[C@@H]1CCCCO[C@@H](CN(C)Cc2ccc(C(F)(F)F)cc2)[C@H](C)CN([C@@H](C)CO)C(=O)c2cc(NC(=O)c3ccccc3)ccc2O1 the results were KDM4C inh -2.7, Pf Dd2 growth -58, Tcruzi prolif 73 and C diff HTS 8.
`C[C@H](CO)N1C[C@H](C)[C@@H](CN(C)C(=O)C2CCCCC2)OCCCC[C@H](C)Oc2ccc(NC(=O)C3CCCCC3)cc2C1=O` gave KDM4C inh 1.6, Pf Dd2 growth 0, Tcruzi prolif 20 and C diff HTS -2.
For Cc1ccc(S(=O)(=O)N[C@@H]2CC[C@@H](CCNC(=O)C3CCCCC3)O[C@H]2CO)cc1 the results were KDM4C inh -1.1, Pf Dd2 growth 4 and Tcruzi prolif -17.
Screening CN1C(=O)c2cc(NS(C)(=O)=O)ccc2OC[C@H]2O[C@H](CC(=O)N3CCOCC3)CC[C@@H]21 returned KDM4C inh -3.0, Tcruzi prolif -20 and C diff HTS -3.
COc1ccc(CNC(=O)C[C@H]2C=C[C@@H](NC(=O)CN(C)C)[C@@H](CO)O2)cc1 was read as KDM4C inh 0.9, Pf Dd2 growth 7, Tcruzi prolif 47 and C diff HTS -2.
For CN(C)CC(=O)N1[C@@H]2c3ccc(-c4ccccc4)c(=O)n3C[C@H]1[C@H](CO)[C@H]2C(=O)N1CCOCC1 the results were KDM4C inh 1.6, Pf Dd2 growth 22, Tcruzi prolif -2 and C diff HTS -2.
Screening O=C1CN(Cc2ccc(F)cc2)C[C@@H]2[C@H](c3ccc(-c4cccnc4)cc3)[C@@H](CO)N12 returned KDM4C inh -1.2, Pf Dd2 growth -5 and C diff HTS -5.
Screening CNC[C@@H]1OCCCC[C@H](C)Oc2ccc(NC(=O)NC(C)C)cc2C(=O)N([C@H](C)CO)C[C@H]1C returned KDM4C inh 6.3, Pf Dd2 growth 27, Tcruzi prolif 16 and C diff HTS 2.
For CO[C@H]1CN(C)C(=O)c2cc(NS(=O)(=O)CC(F)(F)F)ccc2OC[C@@H](C)N(C(=O)NC(C)C)C[C@@H]1C the results were KDM4C inh 2.5, Pf Dd2 growth 22 and Tcruzi prolif 94.
`C[C@@H]1CN([C@H](C)CO)C(=O)c2cccc(NC(=O)Nc3ccc(F)cc3)c2O[C@H]1CN(C)Cc1ccncc1` gave KDM4C inh 0.1, Pf Dd2 growth 14, Tcruzi prolif 35 and C diff HTS 1.
Screening COc1ccccc1C#Cc1ccc([C@@H]2[C@@H](C#N)N(C(=O)C3CCC3)[C@H]2CO)cc1 returned KDM4C inh -3.1, Pf Dd2 growth -73, Tcruzi prolif 97* and C diff HTS 1.
Screening COCCNC(=O)C[C@H]1CC[C@@H](NS(=O)(=O)c2ccc(C)cc2)[C@@H](CO)O1 returned KDM4C inh 0.7, Pf Dd2 growth 30 and C diff HTS 5.
Screening CC(=O)N(C)C[C@@H]1Oc2cc(C#CCC3CCCC3)ccc2S(=O)(=O)N([C@H](C)CO)C[C@@H]1C returned KDM4C inh 0.1, Pf Dd2 growth -43, Tcruzi prolif 8 and C diff HTS -3.
CO[C@@H]1CN(C)C(=O)c2ccc(NC(=O)C3CCOCC3)cc2OC[C@H](C)N(C)C[C@@H]1C was read as KDM4C inh -0.9, Pf Dd2 growth -15, Tcruzi prolif 8 and C diff HTS 1.
`C[C@H]1CN([C@@H](C)CO)S(=O)(=O)c2ccc(C#Cc3cccnc3)cc2O[C@H]1CN(C)CC1CC1` gave KDM4C inh -1.8, Pf Dd2 growth -73 and Tcruzi prolif -1.
Screening O=C(O)C[C@H]1CC[C@H](NC(=O)c2ccncc2)[C@@H](CO)O1 returned KDM4C inh 1.0, Pf Dd2 growth -21 and Tcruzi prolif -15.
Screening COc1ccc(S(=O)(=O)Nc2ccc3c(c2)CC(=O)N([C@@H](C)CO)C[C@@H](C)[C@@H](CN(C)S(=O)(=O)c2cccs2)O3)cc1 returned KDM4C inh -0.3, Pf Dd2 growth -5, Tcruzi prolif 72 and C diff HTS 0.
For CO[C@H]1CN(C)C(=O)c2cc(NC(=O)Nc3ccc(Cl)cc3)ccc2OC[C@@H](C)NC[C@@H]1C the results were KDM4C inh -0.4, Pf Dd2 growth -38, Tcruzi prolif -54 and C diff HTS 0.
For C[C@H]1CN([C@@H](C)CO)C(=O)c2cccc(NS(=O)(=O)c3cn(C)cn3)c2O[C@H]1CN(C)Cc1ccc(Cl)c(Cl)c1 the results were KDM4C inh 10, Pf Dd2 growth 2, Tcruzi prolif -13 and C diff HTS 1.
`C[C@@H]1CN([C@H](C)CO)C(=O)Cc2cc(NC(=O)C3CCCCC3)ccc2O[C@@H]1CN(C)C(=O)Nc1ccc2c(c1)OCO2` gave KDM4C inh -0.5, Pf Dd2 growth 2, Tcruzi prolif 21 and C diff HTS -2.
Screening Cc1noc(C)c1NC(=O)N(C)C[C@@H]1OCCCC[C@H](C)Oc2ccc(NC(=O)Cc3ccccc3)cc2C(=O)N([C@H](C)CO)C[C@@H]1C returned KDM4C inh -0.1, Pf Dd2 growth 6, Tcruzi prolif 13 and C diff HTS 1.
C[C@@H]1CCCCO[C@@H](CN(C)S(=O)(=O)c2cccs2)[C@H](C)CN([C@H](C)CO)C(=O)c2cc(NC(=O)c3ccccc3)ccc2O1 was read as KDM4C inh -2.5, Pf Dd2 growth -67, Tcruzi prolif 66 and C diff HTS 12.
`CO[C@@H]1CN(C)C(=O)c2ccc(NC(=O)C3CC3)cc2OC[C@H](C)N(C(=O)c2ccccc2F)C[C@@H]1C` gave KDM4C inh 3.7, Pf Dd2 growth -55 and Tcruzi prolif 1.
COc1ccc(S(=O)(=O)N[C@H]2CC[C@H](CCn3cc(C(C)C)nn3)O[C@@H]2CO)cc1 was read as KDM4C inh 0.1, Pf Dd2 growth 21 and Tcruzi prolif -31.
Screening C[C@@H]1CCCCO[C@@H](CN(C)S(=O)(=O)c2ccc(Cl)cc2)[C@H](C)CN([C@H](C)CO)C(=O)c2cc(NC(=O)Nc3ccc(F)cc3)ccc2O1 returned KDM4C inh -3.0, Pf Dd2 growth -81*, Tcruzi prolif 89 and C diff HTS 8.
C[C@@H]1CN([C@H](C)CO)C(=O)c2cc(NC(=O)CCCN(C)C)ccc2O[C@@H]1CN(C)C(=O)Nc1ccccc1 was read as KDM4C inh 1.6, Pf Dd2 growth 2 and C diff HTS -6.
COc1ccc2c3c([nH]c2c1)[C@@H](CO)N(Cc1cccc(F)c1)CC31CCN(Cc2ccccn2)CC1 was read as KDM4C inh 0.1, Pf Dd2 growth -92* and C diff HTS 4.
`Cc1ccc(S(=O)(=O)N(C)C[C@H]2Oc3ncc(Br)cc3C(=O)N([C@H](C)CO)C[C@H]2C)cc1` gave KDM4C inh 0.5, Pf Dd2 growth -14 and C diff HTS 0.
COc1cccc(-c2ccc([C@@H]3[C@@H](C#N)N(C(=O)Cc4ccccc4)[C@@H]3CO)cc2)c1 was read as KDM4C inh -1.6, Pf Dd2 growth -38, Tcruzi prolif 61 and C diff HTS 8.
`CN(C)C(=O)c1ccc(-c2ccc(C3[C@@H]4CN(C(=O)Cc5ccncc5)C[C@H]3N4)cc2)cc1` (stereo partly specified) gave KDM4C inh -0.5, Pf Dd2 growth 29 and C diff HTS 2.
For COc1ccccc1S(=O)(=O)N(C)C[C@H]1Oc2cc(/C=C/c3ccccc3)ccc2S(=O)(=O)N([C@@H](C)CO)C[C@@H]1C the results were KDM4C inh 4.9, Pf Dd2 growth -58, Tcruzi prolif 128* and C diff HTS -1.
`C[C@@H]1CCCCO[C@H](CN(C)C(=O)NC2CCCCC2)[C@@H](C)CN([C@@H](C)CO)C(=O)c2cc(NC(=O)Cc3ccccc3)ccc2O1` gave KDM4C inh -0.7, Pf Dd2 growth -58, Tcruzi prolif 59 and C diff HTS 7.
Cc1ccc(S(=O)(=O)N(C)C[C@H]2Oc3cc(C#Cc4ccncc4)ccc3S(=O)(=O)N([C@@H](C)CO)C[C@H]2C)cc1 was read as Pf Dd2 growth -82*, Tcruzi prolif 71 and C diff HTS -2.
COc1ccccc1-c1ccc([C@@H]2[C@H]3CN(C(=O)c4cccnc4)CCCCN3[C@H]2CO)cc1 was read as KDM4C inh -0.6, Pf Dd2 growth 59, Tcruzi prolif 35 and C diff HTS -10.
C[C@@H]1CN([C@H](C)CO)C(=O)c2cccc(N(C)C)c2O[C@@H]1CN(C)C(=O)Nc1ccc(C(F)(F)F)cc1 was read as KDM4C inh -0.6, Pf Dd2 growth -11, Tcruzi prolif -31 and C diff HTS -1.
Screening COc1ccc(-c2ccc3c(c2)[C@@H]2[C@@H](CCN2S(=O)(=O)c2ccc(OC)cc2)[C@@H](CO)N3C)cc1 returned KDM4C inh 0.1, Pf Dd2 growth -11, Tcruzi prolif 72 and C diff HTS -5.
Screening C[C@@H]1CN([C@H](C)CO)C(=O)c2cc(NC(=O)CCCN(C)C)ccc2O[C@@H]1CN(C)C(=O)Nc1cccc2ccccc12 returned KDM4C inh 1.5, Pf Dd2 growth 11, Tcruzi prolif 24 and C diff HTS -1.
For O=C(C1CCOCC1)N1CC(=O)N2[C@H](CO)[C@@H](c3ccc(C#Cc4cccc(F)c4)cc3)[C@H]2C1 the results were KDM4C inh 1.5, Pf Dd2 growth -10 and C diff HTS -26.
For COC(=O)C[C@@H]1CC[C@H]2[C@@H](COC[C@H](O)CN2S(=O)(=O)c2ccccc2C)O1 the results were KDM4C inh -0.4, Pf Dd2 growth 6, Tcruzi prolif 15 and C diff HTS -10.
Screening C[C@H](CO)N1C[C@H](C)[C@H](CN(C)C(=O)Nc2ccc(F)cc2)Oc2cc(-c3ccc(F)cc3)ccc2S1(=O)=O returned KDM4C inh -3.8, Pf Dd2 growth -51 and Tcruzi prolif 119*.
CCCN(C)C[C@@H]1Oc2ncc(-c3cccc(C(=O)N(C)C)c3)cc2C(=O)N([C@@H](C)CO)C[C@@H]1C was read as KDM4C inh 0.6, Pf Dd2 growth -13, Tcruzi prolif -24 and C diff HTS -6.
`COc1ccc(CN(C)C[C@@H]2Oc3ccc(NC(=O)CCN4CCOCC4)cc3C(=O)N([C@H](C)CO)C[C@H]2C)cc1` gave KDM4C inh 1.3, Pf Dd2 growth -1, Tcruzi prolif 59 and C diff HTS 1.
CCCC#Cc1cnc2c(c1)C(=O)N([C@H](C)CO)C[C@@H](C)[C@H](CN(C)C(=O)C1CCOCC1)O2 was read as KDM4C inh 6.7, Pf Dd2 growth -5 and C diff HTS 15.
For CN1CCN(C(=O)C[C@H]2CC[C@H](NS(=O)(=O)c3cccc(F)c3)[C@@H](CO)O2)CC1 the results were KDM4C inh -0.1, Pf Dd2 growth 1, Tcruzi prolif 20 and C diff HTS -3.
`COc1cccc(-c2ccc(C3[C@H]4CNC[C@@H]3N4C(=O)Nc3ccc(C(F)(F)F)cc3)cc2)c1` (stereo partly specified) gave KDM4C inh -1.1&-0.9, Pf Dd2 growth 9&-31 and C diff HTS -94*!.
For CN1CCN(C(=O)[C@H]2[C@H](CO)[C@H]3Cn4c(ccc(-c5ccncc5)c4=O)[C@H]3N2CC2CC2)CC1 the results were KDM4C inh -1.6, Pf Dd2 growth 14 and C diff HTS 3.
`CC(=O)NC[C@@H]1[C@@H](c2ccc(-c3ccccc3)cc2)[C@@H](CO)N1C(=O)C1CCC1` gave KDM4C inh 1.2, Pf Dd2 growth 3, Tcruzi prolif 52 and C diff HTS -11.
